Source: PubChem (several laboratories)
GDH-TPI counter: counter-screen for M. tuberculosis FBA inhibitors: GDH-TPI coupled enzymes; GDH-TPI coupled enzyme counterscreen, NADH absorbance; inhibition, % at 4.8 µM; actives 1.2% (n = 360,000); AID 588335; in the data active = inhibition above about 30%;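 also: 0% = DMSO wells and 100% = wells lacking the enzyme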
BoNT F protease: blocks Botulinum neurotoxin F light chain protease | Multiplex microsphere protease cleavage assay, flow cytometry | inhibition, % at 10 µM | actives 0.22% (n = 360,000) | AID 588497; in the data active = inhibition above about 35%, passing the limit was not always enough; inconclusive = no clear call, values can overlap the other calls; also: plate controls were buffer without enzyme for full effect and enzyme alone for no effect
Mtb UGM inh: Mtb UDP-galactopyranose mutase inhibition; P9WIQ1; purified UGM, fluorescence polarization probe displacement; inhibition, % at 10 µM; actives 0.06% (n = 320,000); in the data active = inhibition above about 10%, passing the limit was not always enough; inconclusive = no clear call, values can overlap the other calls
FBA Mtb inh: inhibits M. tuberculosis FBA enzyme | actives 2.3% (n = 360,000) | inhibition, % at 1 µM | purified M. tuberculosis FBA, fluorescence read-out | AID 588726 | P9WQA3; in the data active = inhibition above about 27%;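 also: 0% = vehicle and 100% = reference inhibitor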
FadD28 FP inh: M. tuberculosis FadD28 bisubstrate binding inhibition; FadD28 bisubstrate probe binding, fluorescence polarization; actives 0.22% (n = 360,000); inhibition, % at 12.5 µM; in the data active = inhibition above about 8.5%, passing the limit was not always enough; inconclusive = no clear call, values can overlap the other calls
Mtb BioA inh: inhibitors of Mycobacterium tuberculosis BioA enzyme | purified M. tuberculosis BioA enzyme, plate reader | inhibition, % at 9.99 µM | actives 0.096% (n = 360,000); in the data active = inhibition above about 40%; inconclusive = no clear call, values can overlap the other calls
Anthrax LF inh2: anthrax lethal factor protease inhibition | P15917 | multiplex microsphere protease cleavage assay, LF | inhibition, % at 10 µM | actives 0.12% (n = 360,000) | AID 588501; also: plate controls were buffer without enzyme for full effect and enzyme alone for no effect
Target sequence (P15917 whole entry, looked up): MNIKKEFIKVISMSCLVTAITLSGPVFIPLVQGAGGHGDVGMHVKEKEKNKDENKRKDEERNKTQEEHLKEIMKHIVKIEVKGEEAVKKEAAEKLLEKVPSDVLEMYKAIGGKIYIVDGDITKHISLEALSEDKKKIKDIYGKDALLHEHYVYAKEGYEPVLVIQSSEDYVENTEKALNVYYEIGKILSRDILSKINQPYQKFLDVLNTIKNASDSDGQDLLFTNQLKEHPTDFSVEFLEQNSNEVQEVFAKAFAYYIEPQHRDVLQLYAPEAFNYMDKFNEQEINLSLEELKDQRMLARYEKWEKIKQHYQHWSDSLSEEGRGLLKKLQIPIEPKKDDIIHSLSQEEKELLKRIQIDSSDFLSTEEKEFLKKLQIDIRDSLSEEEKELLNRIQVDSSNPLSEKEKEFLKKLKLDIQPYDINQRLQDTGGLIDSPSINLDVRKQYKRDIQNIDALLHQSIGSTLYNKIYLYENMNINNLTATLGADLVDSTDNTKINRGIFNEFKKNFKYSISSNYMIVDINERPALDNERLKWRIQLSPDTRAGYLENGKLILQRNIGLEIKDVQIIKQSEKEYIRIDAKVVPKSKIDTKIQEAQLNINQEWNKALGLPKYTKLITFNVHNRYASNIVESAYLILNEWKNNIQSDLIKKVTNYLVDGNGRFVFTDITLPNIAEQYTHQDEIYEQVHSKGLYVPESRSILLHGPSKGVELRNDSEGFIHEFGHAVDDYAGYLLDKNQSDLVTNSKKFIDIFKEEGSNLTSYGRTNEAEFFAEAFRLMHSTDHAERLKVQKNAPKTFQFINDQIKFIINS
PfHsp40 yeast: rescue of PfHsp40-mediated yeast toxicity; S. cerevisiae expressing PfHsp40, growth rescue, ATP luminescence; growth rescue, % at 12.5 µM; actives 0.68% (n = 340,000); AID 504582; in the data active = growth rescue above about 28%, passing the limit was not always enough; inconclusive = no clear call, values can overlap the other calls;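 also: yeast W303a lacking pdr1 and pdr3 grown in galactose medium; growth measured after three days at 30 °C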
BoNT A protease: BoNT A light chain protease inhibition. multiplex microsphere protease substrate cleavage, flow cytometry. AID 588499. actives 0.17% (n = 360,000). inhibition, % at 10 µM; also: plate controls were buffer without enzyme for full effect and enzyme alone for no effect
An asterisk follows results filed as active; ? = inconclusive; . = not tested or not shown; + = active, no number. Rule as the data show it, unless noted: active = inhibition above about 30%; inconclusive = no clear call, values can overlap the other calls; inactive = below that. Rows were taken by chance; about 4.7% have a hit in one of these screens.

SMILES	GDH-TPI counter	BoNT F protease	Mtb UGM inh	FBA Mtb inh	FadD28 FP inh	Mtb BioA inh	Anthrax LF inh2	PfHsp40 yeast	BoNT A protease
COc1ccc2[nH]c(C(=O)NCc3ccc4c(c3)OCO4)cc2c1	10.7	.	-0.7	38.8*	0.2	-0.1	.	2.6	.
COc1ccc(C(CC(=O)O)NC(=O)COc2ccc(C)cc2)cc1OC (stereo unspecified)	-8.0	-5.1	0.4	3.3	-1.3	-0.4	0.9	-0.4	-0.6
Cc1ccc(C)c(S(=O)(=O)N2CCC(c3nc4c(nnn4Cc4ccc5c(c4)OCCO5)c(=O)[nH]3)CC2)c1	-7.0	-2.6	6.2	0.6	-4.1	-0.8	0.7	0.2	-1.7
COCCCN(C(=O)C1=COCCO1)c1c(N)n(Cc2ccccc2)c(=O)[nH]c1=O	11.1	-1.6	.	1.4	0.3	.	-6.2	.	0.4
Cc1cc(C)cc(OC(C)C(=O)NCCCn2ccnc2)c1 (stereo unspecified)	-5.2	9.1	1.0	0.8	.	.	-5.4	1.7	-1.0
CN(C(=O)c1sc2nc(N3CCCC3)c3c(c2c1N)CC(C)(C)OC3)c1ccccc1	7.0	.	2.6	5.7	-1.9	-1.1	.	-0.6	.
C=CCn1c(SC2CCOC2=O)nc2scc(C3CC3)c2c1=O (stereo unspecified)	3.7	0.1	3.1	2.7	-1.9	4.1	-7.5	-0.4	-0.3
O=C(NCCCn1ccnc1)Nc1ccc(Cl)c(Cl)c1	-6.8	-15.2	-4.9	-0.6	-7.9	2.0	-0.4	45.6*	-2.8
Cc1ccc(NC(=O)COc2ccc(S(=O)(=O)N3CCOCC3)cc2)cc1	-3.7	2.7	-1.2	2.9	-1.2	-1.4	-2.0	-0.2	0.8
COc1cccc(NC(=O)CN(C)C(=O)c2cc(S(=O)(=O)Nc3ccccc3OC)ccc2C)c1	1.4	-3.9	.	0.0	-0.5	-2.6	-9.9	-0.6	-0.9
O=C(CCS(=O)(=O)c1ccccc1)Nc1ccccc1-c1nc2ccccc2s1	2.9	2.5	3.1	-0.5	-3.3	.	0.8	-0.7	0.1
Cc1ccccc1C(=O)NC1CC2CCCC(C1)N2Cc1ccccc1 (stereo unspecified)	3.1	?	0.7	0.8	-1.8	-1.3	3.1	0.2	-6.8
CC1CC(C)CN(CCCNC(=O)C2CCCN(c3nnc(N4CCCC4=O)s3)C2)C1 (stereo unspecified)	7.0	1.7	4.8	5.0	2.2	-2.3	1.0	0.1	0.2
Cc1cccc(/C=N/NC(=O)c2ccc(NC(=O)c3ccccc3C)cc2)n1	11.3	-32.3	-2.9	-3.0	-5.3	0.3	-2.7	2.1	-3.3
Cc1ccc(N(C(=O)Cc2cccs2)C2C=CS(=O)(=O)C2)cc1Cl (stereo unspecified)	4.7	4.8	-0.1	-0.7	-0.9	0.3	-0.1	1.2	-0.6
COC(=O)c1cc(OC)c(OC)cc1NC(=O)CC1CCCCC1	8.8	-0.1	4.7	6.7	0.7	-2.6	1.9	-0.1	-0.3
Cc1ccc(S(=O)(=O)Nc2ccc(S(=O)(=O)N3CCCC3)cc2)cc1	7.8	1.4	1.9	-2.1	-1.8	-0.5	1.1	0.2	0.2
COc1ccc(C2NCCO2)cc1OC (stereo unspecified)	1.8	-8.8	1.7	1.3	1.8	.	-2.2	-1.8	0.2
CCn1c(O)c(N=NC2=NC(=O)CS2)c2ccccc21	26.7	-5.7	2.7	-8.4	4.4	.	-3.0	2.6	0.1
CCOc1cc(CNC(C)(C)C)ccc1OCC(=O)Nc1cccc(C(F)(F)F)c1	0.0	0.9	8.4	-0.4	-4.9	.	-5.5	-0.1	0.4
CC(C)(C)c1ccc(C(=O)N2CCC2(C)C(=O)NCc2cccc3ccccc23)cc1 (stereo unspecified)	8.0	2.8	.	-1.7	0.8	-1.9	1.0	.	-0.3
CC(C)CCN1CCC(CN2C(=S)NC[C@@H]2Cc2ccccc2)CC1	-15.6	1.4	.	1.9	0.3	-1.1	1.3	-0.8	0.1
CCOC(=O)C1(c2ccccc2)CCN(CCC(=O)Nc2ccccc2OC)CC1	-2.5	25.0	-4.1	0.3	-1.5	3.8	16.3	-0.9	-1.8
CCCCCOC(=O)NC1CCS(=O)(=O)C1 (stereo unspecified)	-1.2	-0.4	-1.3	3.0	-0.6	.	-9.3	-0.8	-0.4
CNc1cncc(-c2cccc(OC)c2F)n1	4.9	0.6	.	+	-5.6	1.5	4.1	.	-0.2
NC(=O)CC(NC(=O)Cc1ccc(Br)cc1)c1ccc(N2CCC(Br)CC2)c([N+](=O)[O-])c1 (stereo unspecified)	-0.4	3.6	0.0	-2.1	-0.7	-2.5	-5.3	0.4	0.5
Cc1nnc(SCC(=O)Nc2c(Cl)cccc2Cl)n(N)c1=O	6.6	4.3	-1.7	3.2	0.9	1.0	11.6	-1.7	-1.7
Cn1c2c(c3ccccc31)CCN1CCC[C@]21c1ccccc1	4.3	-33.5	1.5	4.3	0.5	-2.4	-0.3	-0.2	4.7
O=c1[nH]c2ccc(S(=O)(=O)N3CCC(Cc4ccccc4)CC3)cc2o1	4.1	-7.8	1.5	0.4	0.9	-0.2	-1.2	-1.7	-0.2
O=C(Cc1ccccc1)Nc1ccc(N2CCOCC2)cc1	7.8	-2.5	-1.4	-1.8	-2.6	.	0.6	-1.8	-0.1
Cc1cc(N2CCN(C)CC2)nc2ccc(NC(=S)N3CCCCC3)cc12	21.2	-0.5	.	15.6	-2.4	1.0	-1.7	-0.3	-0.3
COc1ccc(N2C(=O)/C(=C/c3ccc(C)o3)C(=O)NC2=S)c(OC)c1	4.1	?	-1.3	-1.2	1.7	0.0	7.8	-0.2	-3.3
O=C(NC1CCNCC1)C1CC1	7.7	-1.4	-0.7	2.3	-1.4	.	-2.9	-2.0	-0.1
C[C@@]12CCC=C[C@H]1[C@H](c1ccoc1)N(Cc1ccccc1)C2=O	8.5	0.9	-0.3	6.3	-2.9	0.3	3.2	-1.0	-0.6
CC(C)C(=O)Nc1cccc2nsnc12	4.1	7.6	0.9	-0.1	-1.4	1.2	4.4	0.2	6.2
Cc1ccc2c(c1)C(=O)C(=O)N2CCCOc1ccccc1	15.6	-5.1	-0.4	1.8	-1.3	1.7	-3.7	-1.4	-0.4
Cc1ccccc1OCCN=Cc1c(O)n(C)c(=O)n(C)c1=O	-1.9	2.8	-5.3	-5.4	-6.1	-1.5	1.1	-0.5	1.7
CCCCc1ccc(-c2c(C#N)c(N)nc3c2CCCC3)s1	-1.2	23.0	-2.1	-4.0	-0.4	-0.8	1.5	0.3	1.6
Cc1ccc(C(=O)ON=C2CCN(c3ccc([N+](=O)[O-])cc3)CC2)cc1	17.8	-10.4	-1.7	-4.7	-2.9	-0.3	-7.2	-1.1	-0.4
CC1(C(=O)Nc2cnc3ccccc3c2)CCN1Cc1ccc2c(c1)OCCO2 (stereo unspecified)	-1.8	0.2	.	-1.0	-0.3	-0.2	3.1	.	0.0
CCC(c1nnc(SC(C)C(=O)NC2CC2)n1-c1ccc(OC)cc1)N(C)C (stereo unspecified)	1.1	-7.2	-2.1	-1.0	-0.7	0.7	-6.3	-1.5	3.4
O=C(Nc1cccc(S(=O)(=O)N2CCCC2)c1)c1cc(=O)[nH]c2ccccc12	7.6	-4.6	-0.8	2.2	-0.5	-0.1	2.1	-0.1	-0.6
CCCNC(=O)c1cc2c(c(-c3cccc(-c4ccc(F)cc4)c3)n1)[C@H](CCO)N(S(=O)C(C)(C)C)C2 (stereo partly specified)	.	-8.6	.	0.5	-0.3	-3.3	5.6	.	0.5
COc1ccccc1COC(=O)N/C=C/c1ccco1	-1.6	-5.2	-0.8	42.9*	1.5	.	-1.8	-0.6	-1.1
CCn1c(C(O)c2ccc(C)cc2)nc2ccccc21 (stereo unspecified)	-0.8	-8.7	1.1	0.4	-3.2	1.7	-2.6	-0.5	0.0
Cc1c(C(=O)N2CCCCC2)oc2ccccc12	9.4	1.8	-5.8	-2.8	-0.9	7.4	2.2	-1.5	-0.3
CCCOc1ccc(/C=N/Nc2ccccc2[N+](=O)[O-])c(O)c1	11.3	-7.3	-1.0	-0.3	-3.9	.	-1.7	-0.2	-1.3
CCN(c1ccccc1)S(=O)(=O)c1ccc(Cl)c(NC(=O)CN2CCCCCC2)c1	-0.5	-4.0	4.4	-1.6	-1.3	-3.3	-5.6	1.0	0.8
O=C(O)c1cc(S(=O)(=O)N2CCOCC2)c[nH]1	-2.7	0.9	-1.6	2.4	0.3	-0.3	4.4	-0.1	0.4
COc1ccc(-n2c(C)c(C)c3c(N)ncnc32)cc1	-5.3	10.6	2.4	2.9	0.7	9.7	5.5	0.0	0.8
Cc1ccccc1NC(=O)CN1CCN(Cc2ccccc2)CC1	0.0	17.9	-0.2	-1.4	-4.8	0.6	-5.8	-1.6	-1.9
CCCCSc1ncnc2[nH]ncc12	-3.4	1.1	1.5	4.4	0.6	-1.5	4.6	0.4	0.3
CSCC[C@H](Nc1ncnc2sc(C)c(C)c12)C(=O)O	1.2	-1.5	-0.5	-1.3	-0.8	.	1.6	0.0	-0.3
COc1cccc(OC)c1C(=O)OCc1c(-c2ccccc2)ncc2ccccc12	-10.0	1.4	-2.3	0.7	-1.8	0.5	-3.0	-1.7	-0.8
CCOCc1nnc(NC(=O)c2cc(Cl)ccc2OC)s1	12.7	-0.7	0.0	0.8	0.5	0.2	-4.7	1.9	-0.1
Cc1onc(-c2c(F)cccc2Cl)c1C(=O)N1CCN(c2ncccn2)CC1	-9.8	2.6	1.5	5.6	-4.1	1.2	1.4	0.1	0.1
CC(=O)c1cccc(NC(=O)C2=CC(c3ccc4c(c3)OCO4)=NS(=O)(=O)N2C)c1	7.6	2.2	0.5	1.2	-1.8	-1.2	1.0	0.0	1.2
Cc1ccccc1NC(=O)/C(C#N)=C/c1ccccc1C(F)(F)F	4.3	-9.5	-0.1	0.6	0.4	.	-0.1	0.8	-2.2
O=C(COC(=O)c1ccc(F)cc1F)c1ccc[nH]1	3.5	0.0	.	3.4	1.1	-0.3	0.9	-1.2	3.3
CC1CCN(CC(=O)Nc2ccc(S(=O)(=O)N3C(C)CCCC3C)cc2)CC1 (stereo unspecified)	1.4	-15.6	3.1	-2.1	-2.0	-0.8	-4.2	1.1	0.2
(further entries)
SMILES	GDH-TPI counter	BoNT F protease	Mtb UGM inh	FBA Mtb inh	FadD28 FP inh	Mtb BioA inh	Anthrax LF inh2	PfHsp40 yeast	BoNT A protease
COC(=O)c1ccc(COc2ncnc3c(Cl)cc(Cl)cc23)o1	2.6	-12.7	-0.8	2.2	-2.4	-0.3	2.1	-0.5	-0.3
CCOC(=O)C1C(=O)NC(N2CCN(c3ccccc3)CC2)=NC1c1ccccc1 (stereo unspecified)	9.6	-2.2	-0.7	2.8	-1.3	0.5	1.4	1.2	-2.3
Cc1ccc(OC2CCN(C(=O)C3CCC(=O)N(C4CC4)C3)CC2)cc1 (stereo unspecified)	-5.2	12.0	-2.2	1.4	.	0.2	-1.1	0.3	-0.4
CC(C)(C)C(=O)NC(Nc1cccc2cccnc12)C(Cl)(Cl)Cl (stereo unspecified)	11.3	-4.5	-1.5	-2.3	-3.0	-1.4	-5.4	1.7	0.9
NC(=S)NN=C1c2cc(Cl)ccc2-c2c1cc(Cl)cc2[N+](=O)[O-]	-4.1	-8.1	.	-2.1	-4.4	0.3	2.0	-1.2	-0.5

Grouped by structure: those above containing a cyano group (two)
SMILES	GDH-TPI counter	BoNT F protease	Mtb UGM inh	FBA Mtb inh	FadD28 FP inh	Mtb BioA inh	Anthrax LF inh2	PfHsp40 yeast	BoNT A protease
CCCCc1ccc(-c2c(C#N)c(N)nc3c2CCCC3)s1	-1.2	23.0	-2.1	-4.0	-0.4	-0.8	1.5	0.3	1.6
Cc1ccccc1NC(=O)/C(C#N)=C/c1ccccc1C(F)(F)F	4.3	-9.5	-0.1	0.6	0.4	.	-0.1	0.8	-2.2
